TNAP inh hi DEA = inhibitors of human TNAP at high phosphate acceptor concentration; P05186; 0.03% of 200,000 active; purified TNAP, CDP-star luminescence, 1 M DEA; inhibition, % at 20 µM; AID 1135;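 active means over 50% inhibition of tissue-nonspecific alkaline phosphatase at 20 µM in the single-dose screen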;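 further: plate controls were DMSO wells for no effect and EDTA-quenched wells as full inhibition for full effect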
Target sequence (P05186 whole entry, looked up): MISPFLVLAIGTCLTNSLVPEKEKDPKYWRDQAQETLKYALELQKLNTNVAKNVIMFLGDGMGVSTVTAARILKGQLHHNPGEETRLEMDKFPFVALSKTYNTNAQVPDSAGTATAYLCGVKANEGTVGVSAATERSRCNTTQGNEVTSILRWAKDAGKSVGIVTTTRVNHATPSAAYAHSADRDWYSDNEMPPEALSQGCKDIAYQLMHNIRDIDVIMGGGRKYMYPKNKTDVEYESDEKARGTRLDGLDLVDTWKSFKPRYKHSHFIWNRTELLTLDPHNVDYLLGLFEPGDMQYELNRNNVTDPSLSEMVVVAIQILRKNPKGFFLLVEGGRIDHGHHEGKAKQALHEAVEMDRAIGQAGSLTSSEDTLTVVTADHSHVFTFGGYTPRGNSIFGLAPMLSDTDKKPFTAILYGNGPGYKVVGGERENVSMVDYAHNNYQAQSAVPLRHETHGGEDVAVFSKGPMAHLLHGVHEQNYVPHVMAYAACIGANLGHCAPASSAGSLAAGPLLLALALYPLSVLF
TNAP inh no acc = inhibitors of human TNAP without phosphate acceptor; 0.26% of 200,000 active; purified TNAP, CDP-star luminescence, 30 min; inhibition, % at 20 µM;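 active means tissue-nonspecific alkaline phosphatase inhibition above about 50% at 20 µM in the single-dose screen, limit read from the data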;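 further: 0% = DMSO negative control and 100% = EDTA positive control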
DTT redox prof = compounds producing H2O2 with reducing agent – biochemical, NIH compound library profiling, artefact control for MLSCN library redox annotation, primary screen; AID 878; activation, % at 10 µM; DTT-dependent redox cycling H2O2, phenol red/HRP absorbance; 100% = 100 µM peroxide control, 0% = buffer; 0.03% of 200,000 active;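 active means activation of at least 50% relative to the plate's high and low controls in the primary single-dose screen; inactive means activation below 50%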;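 further: compound incubated with DTT at 0.8 mM final as the reducing agent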
PMI act = phosphomannose isomerase (human) activation. P34949. purified human PMI, coupled resazurin fluorescence, 20 min; active compounds read high; 1 = vehicle control, 0 substrate-free wells. activation factor at 20 µM. 0.005% of 190,000 active. AID 1214;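 active means activation factor of 2 or more at 20 µM, relative to plate controls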
Target sequence (P34949 whole entry, looked up): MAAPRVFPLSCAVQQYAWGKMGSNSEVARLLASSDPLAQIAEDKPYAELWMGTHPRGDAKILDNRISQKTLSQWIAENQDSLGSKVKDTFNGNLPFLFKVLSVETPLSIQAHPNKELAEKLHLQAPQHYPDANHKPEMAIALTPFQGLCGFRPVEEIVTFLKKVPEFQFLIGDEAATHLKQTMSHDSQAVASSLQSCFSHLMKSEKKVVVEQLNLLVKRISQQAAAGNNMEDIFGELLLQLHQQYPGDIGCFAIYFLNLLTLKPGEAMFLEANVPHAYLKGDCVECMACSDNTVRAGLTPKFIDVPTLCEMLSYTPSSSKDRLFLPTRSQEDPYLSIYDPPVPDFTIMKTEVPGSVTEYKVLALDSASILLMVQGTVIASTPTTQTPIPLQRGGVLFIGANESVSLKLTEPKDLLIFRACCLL
Hsp70 activator = transcriptional activators of Hsp70; 0.04% of 200,000 active; HeLa Hsp70 promoter luciferase reporter, luminescence; scaled: vehicle 0, proteasome-inhibitor control 100%; AID 1203; activation, % at 10 µM;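 active means activation above the mean across all tested compounds plus 3 SD, cutoff set per campaign, cut at about 5.5% in these data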;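 further: 100% = MG132 at 30 µM as the positive control and 0% = DMSO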
S1P3 antagonist = S1P3 (human) receptor antagonism | Q99500 | CHO S1P3 NFAT-BLA reporter, FRET fluorescence, antagonist mode | inhibition, % at 4.98 µM | 0.27% of 170,000 active | AID 485;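 active means inhibition above the plate cutoff, the mean inhibition of test wells on that plate plus 3 SD, cut at about 28% in these data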;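 further: cells challenged with S1P at its EC80 of 0.8 µM; blue over green emission ratio from cleaved BLA substrate after 4 h stimulation; 0% = S1P-stimulated wells and 100% = unstimulated DMSO-only wells; some compounds past the cut are filed as inactive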
Lmaj promast = reduces viability of Leishmania major promastigotes; resazurin fluorescence viability; inhibition, % at 10 µM; 9% of 200,000 active; AID 1063; in the data active means inhibition above about 50%;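 further: promastigotes grown with compound for 44 hours at 28 °C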
RAM inhibit = blocks the yeast RAM network. 1.8% of 190,000 active. S. cerevisiae dse1pr::URA3 reporter, 5-FOA growth OD615, 2 d; analog-sensitive cbk1-as2 kinase mutant strain. inhibition, % at 50 µM;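 active means inhibition above a set limit, 3 SD over mean compound inhibition, cut at about 8.4% in these data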;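 further: 0% = DMSO-only wells with no growth and 100% = 10 µM 1-NA-PP1 full growth; inhibition rescues growth on 5-FOA so higher OD means more RAM inhibition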
PMI act hi M6P = activators of human phosphomannose isomerase at near-saturating mannose 6-phosphate | P34949 | coupled PMI enzyme assay, resazurin fluorescence, 20 min; active compounds read high; 1 = untreated enzyme, 0 = substrate-free blank | activation factor at 20 µM | 0.34% of 190,000 active;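 active means activation factor of 2 or more at 20 µM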
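Test system: Human PMI in coupled enzyme assay | Input: 15 ng/mL PMI | Medium: HEPES-buffered pH 7.4 with magnesium and detergent | Compound: One concentration, 20 µM, in 1% DMSO | Incubation: Enzyme reaction with compound 20 min at room temperature | Detection: Diaphorase-driven resazurin-to-resorufin fluorescence, excitation 544, emission 590 nm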
Efa HMGR inh = blocks class II HMG-CoA reductase of Enterococcus faecalis | purified E. faecalis HMGR, NADPH absorbance 340 nm kinetic | inhibition, % at 10 µM | 0.41% of 190,000 active | AID 1066;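 active means inhibition above a set limit, the median over all tested compounds plus 3 SD, cut at about 9.5% in these data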;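 further: enzyme runs in reverse so mevalonate oxidation gives rising NADPH absorbance; 0% = complete reaction with DMSO and 100% = background rate lacking mevalonate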
Numbers without * were called inactive.

`COC(=O)[C@@]1(Cc2ccc(OC)cc2)[C@H]2c3cc(C(=O)N(C)C)n(CCc4ccc(OC)c(Br)c4)c3C[C@H]2CN1C(=O)c1ccccc1` gave TNAP inh hi DEA -3, TNAP inh no acc -5, DTT redox prof 0.6, PMI act 0.9, Hsp70 activator -0.2, S1P3 antagonist 15, Lmaj promast 62*, RAM inhibit 5.1, PMI act hi M6P 0.9 and Efa HMGR inh -19.
For Fc1ccc(CSc2nnc(-c3cccnc3)o2)cc1 the results were TNAP inh hi DEA 1, TNAP inh no acc -1, DTT redox prof -1.8, PMI act 1, Hsp70 activator 0.0, S1P3 antagonist -11, Lmaj promast -9, RAM inhibit 0.6, PMI act hi M6P 1 and Efa HMGR inh -8.
Screening O=C(NNC(=O)C1CCCN(c2ncccn2)C1)c1ccc(F)cc1 (centres undefined) returned TNAP inh hi DEA -4, TNAP inh no acc -13, DTT redox prof -0.8, PMI act 1, Hsp70 activator 0.3, Lmaj promast -6, RAM inhibit 0.5, PMI act hi M6P 1.1 and Efa HMGR inh 4.
COc1ccc2c(c1)CCc1c(C(=O)N3CCCC3)noc1-2 was read as TNAP inh hi DEA -9, TNAP inh no acc -6, DTT redox prof -2.3, PMI act 1, Hsp70 activator 0.2, S1P3 antagonist -21, Lmaj promast -3, RAM inhibit 2.1, PMI act hi M6P 0.9 and Efa HMGR inh 4.
`Cc1sc2ncn(CC(=O)N3CCCCC3)c(=O)c2c1C` gave TNAP inh hi DEA -4, TNAP inh no acc -8, DTT redox prof -0.6, PMI act 1, Hsp70 activator 0.0, S1P3 antagonist -9, Lmaj promast -7, RAM inhibit 0.5, PMI act hi M6P 1 and Efa HMGR inh -1.
`CCC(C)(C)n1nnnc1C(c1ccc(F)cc1)N1CCC(C(N)=O)CC1` (centres undefined) gave TNAP inh hi DEA 0, TNAP inh no acc -2, DTT redox prof -0.2, PMI act 1, Hsp70 activator -0.3, S1P3 antagonist -3, Lmaj promast -6, RAM inhibit 2.6, PMI act hi M6P 1 and Efa HMGR inh -1.
CC(NC(=O)Cn1ccsc1=N)C12CC3CC(CC(C3)C1)C2 (centres undefined) was read as TNAP inh hi DEA -7, TNAP inh no acc -16, DTT redox prof 0.2, PMI act 0.9, Hsp70 activator -0.3, S1P3 antagonist -47, Lmaj promast 18, RAM inhibit 1.1, PMI act hi M6P 0.9 and Efa HMGR inh -2.
For O=S(=O)(c1ccc(Br)cc1)N1CCCN(Cc2ccccc2F)CC1 the results were TNAP inh hi DEA -1, TNAP inh no acc 3, DTT redox prof 0.7, PMI act 1, Hsp70 activator -0.5, S1P3 antagonist 3, Lmaj promast 50*, RAM inhibit 3.0, PMI act hi M6P 1 and Efa HMGR inh 0.
`Cc1ccc2nc3c(c(C(=O)OCC(=O)NC4CCS(=O)(=O)C4)c2c1)CCCC3` (centres undefined) gave TNAP inh hi DEA -5, TNAP inh no acc -12, DTT redox prof -1.4, PMI act 1, Hsp70 activator 0.2, S1P3 antagonist 5, Lmaj promast 4, RAM inhibit 0.6, PMI act hi M6P 1 and Efa HMGR inh 0.
Screening C=CCOc1ccc(CNn2cn[nH]c2=S)cc1OC returned TNAP inh hi DEA -1, TNAP inh no acc -2, DTT redox prof 2.1, PMI act 0.9, Hsp70 activator -0.3, Lmaj promast -4, RAM inhibit 1.4, PMI act hi M6P 1 and Efa HMGR inh -2.
Screening CC(=O)NC(C)C12CC3CC(CC(C(=O)O)(C3)C1)C2 (centres undefined) returned TNAP inh hi DEA 1, TNAP inh no acc -7, DTT redox prof 0.9, PMI act 0.9, Hsp70 activator -0.3, S1P3 antagonist -2, Lmaj promast -6, RAM inhibit 0.7, PMI act hi M6P 0.9 and Efa HMGR inh -1.
Screening O=C(CSc1nc2cc([N+](=O)[O-])ccc2n1-c1ccccc1)NCc1ccc2c(c1)OCO2 returned TNAP inh hi DEA 1, TNAP inh no acc 4, DTT redox prof 0.1, PMI act 0.8, Hsp70 activator -0.5, S1P3 antagonist 1, Lmaj promast -4, RAM inhibit 5.2, PMI act hi M6P 0.9 and Efa HMGR inh -6.
Cc1ccnc(NC(=O)c2ccc(Cl)c([N+](=O)[O-])c2)c1 was read as TNAP inh hi DEA -4, TNAP inh no acc -11, DTT redox prof -1.2, PMI act 1.1, Hsp70 activator -0.3, S1P3 antagonist 2, Lmaj promast 29, RAM inhibit 2.7, PMI act hi M6P 1.1 and Efa HMGR inh -4.
For COC(=O)c1ccccc1NC(=O)C1CC(=O)N(c2ccccc2)C1 (centres undefined) the results were TNAP inh hi DEA -7, TNAP inh no acc -10, DTT redox prof -0.1, PMI act 1, Hsp70 activator -0.4, S1P3 antagonist 6, Lmaj promast 9, RAM inhibit 0.1, PMI act hi M6P 1 and Efa HMGR inh 0.
Screening O=C(Nc1ccc(N2CCOCC2)nc1)c1ccc(F)cc1 returned TNAP inh hi DEA -2, TNAP inh no acc -7, DTT redox prof -6.3, PMI act 1, Hsp70 activator -0.1, Lmaj promast -8, RAM inhibit -0.7, PMI act hi M6P 1 and Efa HMGR inh 0.
Screening O=C(O)CC1(Cc2nc(-c3cccs3)no2)CCCC1 returned TNAP inh hi DEA -4, TNAP inh no acc -13, DTT redox prof -0.4, PMI act 1, Hsp70 activator -0.1, S1P3 antagonist -24, Lmaj promast -11, RAM inhibit -0.7, PMI act hi M6P 1 and Efa HMGR inh -5.
For Cc1cc(C)c2cc(C#N)c(N3CCCC3)nc2c1 the results were TNAP inh hi DEA -2, TNAP inh no acc -15, DTT redox prof 2.3, PMI act 1.3, Hsp70 activator -0.4, S1P3 antagonist 0, Lmaj promast 1, RAM inhibit 0.9, PMI act hi M6P 1.6 and Efa HMGR inh -6.
For CC(C)C(=O)Nc1cccc(C(=O)Nc2nccs2)c1 the results were TNAP inh hi DEA -4, TNAP inh no acc -8, DTT redox prof 2.2, PMI act 0.9, Hsp70 activator -0.1, S1P3 antagonist 17, Lmaj promast 2, RAM inhibit -0.4, PMI act hi M6P 0.9 and Efa HMGR inh -7.
O=C(O)c1cc(N/N=C/c2ccc(N3CCOCC3)s2)ccc1Cl was read as TNAP inh hi DEA 11, TNAP inh no acc 6, DTT redox prof 0.6, PMI act 0.9, Hsp70 activator -0.2, S1P3 antagonist -6, Lmaj promast 36, RAM inhibit 2.9, PMI act hi M6P 0.8 and Efa HMGR inh 3.
For COc1ccccc1C(=O)N1CCc2ccccc21 the results were TNAP inh hi DEA -3, TNAP inh no acc -7, DTT redox prof 1.1, PMI act 1, Hsp70 activator -0.2, S1P3 antagonist -11, Lmaj promast 1, RAM inhibit 0.3, PMI act hi M6P 1 and Efa HMGR inh 1.
Screening Cc1occc1C(=O)Nc1cccc(C(F)(F)F)c1 returned TNAP inh hi DEA -2, TNAP inh no acc -11, DTT redox prof -2.4, PMI act 0.9, Hsp70 activator -0.4, Lmaj promast 1, RAM inhibit -0.4, PMI act hi M6P 0.9 and Efa HMGR inh -6.
For O=C(c1cnc2c(c1)COc1ccc(Cl)cc1-2)c1ccccc1O the results were TNAP inh hi DEA -2, TNAP inh no acc -4, DTT redox prof 0.1, PMI act 1.1, Hsp70 activator 0.0, Lmaj promast -6, RAM inhibit 2.4, PMI act hi M6P 1 and Efa HMGR inh -3.
`Cn1c(=O)cc(SCC(=O)Nc2ccc3c(c2)OCO3)c2ccccc21` gave TNAP inh hi DEA -3, TNAP inh no acc -5, DTT redox prof -1.2, PMI act 0.9, Hsp70 activator -0.4, S1P3 antagonist -13, Lmaj promast -1, RAM inhibit 0.9, PMI act hi M6P 0.9 and Efa HMGR inh 3.
For COc1ccc(-n2c(SCC(=O)N3CCN(c4ccccc4)CC3)nc3c(c2=O)SCC3)cc1 the results were TNAP inh hi DEA -10, TNAP inh no acc -7, DTT redox prof -3.9, PMI act 1, Hsp70 activator 0.0, S1P3 antagonist -1, Lmaj promast 12, RAM inhibit -0.9, PMI act hi M6P 1 and Efa HMGR inh -1.
O=C(Nc1ccccc1)N(C1=NCCC1)c1ccc(OC(F)F)cc1 was read as TNAP inh hi DEA -4, TNAP inh no acc -7, DTT redox prof -0.5, PMI act 1, Hsp70 activator -0.1, S1P3 antagonist 10, Lmaj promast 9, RAM inhibit -0.5, PMI act hi M6P 0.9 and Efa HMGR inh 1.
For CCC(OC(=O)CN1C(=O)C(=O)c2ccccc21)C(=O)Nc1ccc(S(N)(=O)=O)cc1 (centres undefined) the results were TNAP inh hi DEA 0, TNAP inh no acc 2, DTT redox prof -0.7, PMI act 0.9, Hsp70 activator 0.0, S1P3 antagonist -23, Lmaj promast 1, RAM inhibit 0.1, PMI act hi M6P 0.7 and Efa HMGR inh -3.
Screening N/C(=N\N=C\c1ccco1)SC1CC(=O)N(c2ccccc2)C1=O (centres undefined) returned TNAP inh hi DEA -5, TNAP inh no acc -4, DTT redox prof -0.7, PMI act 1, Hsp70 activator -0.3, S1P3 antagonist 2, Lmaj promast 5, RAM inhibit 2.2, PMI act hi M6P 1 and Efa HMGR inh -1.
`O=C(CCSc1ccc(Cl)cc1)NC12CC3CC(CC(C3)C1)C2` gave TNAP inh hi DEA -6, TNAP inh no acc -14, DTT redox prof 0.1, PMI act 0.9, Hsp70 activator -0.1, Lmaj promast 3, RAM inhibit 3.1, PMI act hi M6P 1 and Efa HMGR inh 1.
For CCOC(=O)C1=C(N)N(c2ccccc2Oc2ccccc2)C(=O)C1 the results were TNAP inh hi DEA -6, TNAP inh no acc -15, DTT redox prof 1.9, PMI act 1, Hsp70 activator -0.3, S1P3 antagonist -10, Lmaj promast -1, RAM inhibit 4.1, PMI act hi M6P 1 and Efa HMGR inh -9.
CC(=O)Nc1ccccc1NS(=O)(=O)c1cccc([N+](=O)[O-])c1 was read as TNAP inh hi DEA 0, TNAP inh no acc -1, DTT redox prof 5.5, PMI act 0.9, Hsp70 activator 0.1, S1P3 antagonist 0, Lmaj promast -7, RAM inhibit 0.4, PMI act hi M6P 0.9 and Efa HMGR inh -5.
Cc1ccc(NS(=O)(=O)c2cc(C(=O)OCC(=O)NCC3CCCO3)ccc2C)cc1 (centres undefined) was read as TNAP inh hi DEA -4, TNAP inh no acc -12, DTT redox prof -0.9, PMI act 0.9, Hsp70 activator -0.1, S1P3 antagonist -18, Lmaj promast 1, RAM inhibit -0.3, PMI act hi M6P 0.9 and Efa HMGR inh 4.
Screening Cc1ccc(C)c(NC(=O)CSc2nnc(C)c(=O)n2N)c1 returned TNAP inh hi DEA -1, TNAP inh no acc 3, DTT redox prof -0.2, PMI act 1, Hsp70 activator 0.5, S1P3 antagonist 3, Lmaj promast 45, RAM inhibit 1.9, PMI act hi M6P 1 and Efa HMGR inh -10.
For Cc1cc(Cl)ccc1OC(C)c1nnc(N)s1 (centres undefined) the results were TNAP inh hi DEA 4, TNAP inh no acc -7, DTT redox prof 0.5, PMI act 1, Hsp70 activator -0.4, Lmaj promast 11, RAM inhibit 0.1, PMI act hi M6P 1.1 and Efa HMGR inh -5.
